Screens as filed in PubChem.
iPSC survival up: increases survival of single human iPS cells | hiPSC single-cell survival, ATPlite luminescence; 100% = ROCK inhibitor wells, 0% = DMSO | hit rate 0.044% among 360,000 | AID 602274 | survival enhancement, % at 20 µM; in the data active = survival enhancement above about 18%;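 note: cells exposed to compounds for 16 hours before the ATP read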
NR2E3 ag-1: human photoreceptor-specific nuclear receptor agonism; inhibition of corepressor binding, % at 3.98 µM; CHO-S Gal4-NCOR/VP16-NR2E3 two-hybrid, luciferase; Q9Y5X4; hit rate 0.35% among 360,000; AID 602229;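 active = inhibition above the mean of all tested compounds plus 3 SD, cut at about 70% in these data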;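 note: 0% = DMSO with NR2E3 transfected cells and 100% = cells lacking NR2E3 construct; higher means lower luciferase signal from less NR2E3 corepressor binding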
Target sequence (Q9Y5X4 whole entry, looked up, the tested form may be a part): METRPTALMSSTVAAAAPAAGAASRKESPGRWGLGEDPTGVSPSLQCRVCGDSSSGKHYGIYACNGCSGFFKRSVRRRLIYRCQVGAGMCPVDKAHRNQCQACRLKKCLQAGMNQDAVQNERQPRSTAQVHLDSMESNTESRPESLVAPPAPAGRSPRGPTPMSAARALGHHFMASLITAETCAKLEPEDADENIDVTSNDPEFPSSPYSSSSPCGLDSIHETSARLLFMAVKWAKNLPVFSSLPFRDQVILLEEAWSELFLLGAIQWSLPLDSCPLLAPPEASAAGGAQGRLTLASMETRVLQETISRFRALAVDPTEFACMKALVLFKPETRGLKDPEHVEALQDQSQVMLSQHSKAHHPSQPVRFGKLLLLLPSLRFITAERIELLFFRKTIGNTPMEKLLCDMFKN
NR2E3 ag-2: agonists of human nuclear receptor NR2E3; Q9Y5X4; GST-NR2E3/biotin-RetCOR TR-FRET, 1536-well; inhibition of corepressor binding, % at 4.78 µM; hit rate 0.12% among 320,000; AID 2300;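 active = percent inhibition above the cutoff of mean plus 3 SD of all tested compounds, set per screening campaign, cut at about 20% in these data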;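 note: 0% = DMSO wells and 100% = biotin wells as full block of FRET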
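System: GST-tagged NR2E3 plus biotinylated RetCOR corepressor; Buffer or medium: pH 7.5 Tris-based buffer; Probe or stimulus: RetCOR corepressor, biotinylated, 7 nM; Doses: compound at 4.8 µM, single dose; Schedule: 5 h incubation at 4 °C; Technique: time-resolved FRET; Evaluation: percent inhibition of TR-FRET ratio; Replication: one well per compound, singlicate testing.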
PDI inh: blocks human protein disulfide isomerase activity; P07237; PDI insulin aggregation turbidity, A650, 90 min; inhibition, % at 10 µM; hit rate 0.052% among 350,000;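 active = mean inhibition across replicates of 30% or more, whatever share of single replicates reach that level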;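 note: absorbance from insulin aggregation driven by PDI reduction with DTT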
Shn3 inh set2: Schnurri-3 reporter inhibition in Clone20 osteoblasts. inhibition, % at 12.5 µM. hit rate 0.52% among 360,000. Clone20 osteoblast Shn3 3'UTR firefly luciferase, 24 h;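 active = mean inhibition of at least 75% with every replicate also reaching 75%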;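 note: 0% = median of neutral control wells and 100% = pilot-screen positive control compound; some compounds past the cut are filed as inactive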
Peg3 prom inh: Peg3 promoter activity inhibition. HeLa PEG-Prom luciferase reporter, luminescence, overnight. inhibition, % at 20 µM. hit rate 1.7% among 360,000. AID 588405;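 active = inhibition of at least 50% at 20 µM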
Cardio protect: modulators protecting cardiomyocytes from myocardial damage; H9c2 cardiomyocytes, H2O2 injury protection, ATPLite, 2 h; protection from H2O2 cell death, % at 20 µM; hit rate 0.63% among 360,000; AID 588492;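 active = compounds giving at least 50% protection of heart cells from peroxide-induced death in the single-dose screen, raw or plate-pattern-corrected value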;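 note: 0% = DMSO wells with peroxide and 100% = DMSO wells without peroxide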
MITF TRPM1 inh: MITF TRPM1 promoter inhibition in SK-MEL-5 cells; hit rate 0.83% among 330,000; inhibition, % at 12.5 µM; SK-MEL-5 TRPM1 promoter luciferase, 24 h; AID 488899;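 active = mean inhibition across replicates of 60% or more, whatever share of single replicates reaches that level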; note: values of inactives mirror those of a sister screen read the other way
HIF-2a block: HIF-2a inhibition; 786-0 RCC cells HIF-2a reporter, luciferase luminescence, overnight; inhibition, % at 18.8 µM; hit rate 0.72% among 360,000; AID 624352;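 active = inhibition of the luminescence signal of 40% or more relative to plate controls, in a single-dose primary screen at 18.75 µM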
CaV13 FRET inh: Primary screen for inhibitors of IQ motif and Ca2+-dependent inactivation inhibitor domain binding in CACNA1D, Förster resonance energy transfer in living cells, …; inhibition, % at 12.3 µM; hit rate 0.098% among 340,000; HEK cells, CFP/YFP FRET ICDI-IQ, plate reader, 10 min; percent FRET-ratio fall versus neutral wells;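 active = mean replicate inhibition of at least 30% and at least 1% of replicates passing that level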;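 note: 0% = median of the neutral control wells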
HTR2A ag: mouse HTR2A agonism via beta-arrestin recruitment; P35363; CHO-K1 mHTR2A beta-arrestin complementation, luminescence; percent of 30 µM serotonin response; activation, % at 7.6 µM; hit rate 0.66% among 360,000; AID 624169;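 active = activation above a run cutoff, the mean activation of all tested compounds plus 3 SD, cut at about 14% in these data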;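 note: 0% = plate median of compound wells and 100% = 30 µM serotonin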
Target sequence (P35363 whole entry, looked up): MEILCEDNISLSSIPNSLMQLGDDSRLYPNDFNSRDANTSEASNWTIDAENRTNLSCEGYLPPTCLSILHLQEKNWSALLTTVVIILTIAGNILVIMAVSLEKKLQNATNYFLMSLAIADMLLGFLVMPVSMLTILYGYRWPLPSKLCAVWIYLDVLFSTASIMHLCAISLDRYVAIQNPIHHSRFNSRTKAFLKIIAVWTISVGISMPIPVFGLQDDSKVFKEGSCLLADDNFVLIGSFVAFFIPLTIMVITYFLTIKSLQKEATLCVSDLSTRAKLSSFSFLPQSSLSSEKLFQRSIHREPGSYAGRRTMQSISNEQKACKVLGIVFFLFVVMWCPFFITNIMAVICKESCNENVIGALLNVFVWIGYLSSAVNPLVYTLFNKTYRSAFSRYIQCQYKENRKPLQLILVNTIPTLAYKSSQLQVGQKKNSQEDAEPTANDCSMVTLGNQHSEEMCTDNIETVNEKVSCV
Active calls of the source: *.

`COc1ccc(C2CC(c3cccc(C(F)(F)F)c3)=NN2c2ccc(S(N)(=O)=O)cc2)cc1` (centres undefined) gave iPSC survival up -0.8, NR2E3 ag-1 -11, PDI inh -10, Shn3 inh set2 -18, Peg3 prom inh -1, Cardio protect -3, MITF TRPM1 inh 8, HIF-2a block -18, CaV13 FRET inh -4 and HTR2A ag -2.
For NC(c1ccccc1)c1csc(Nc2cc(Oc3ccccc3)ncn2)n1 (centres undefined) the results were iPSC survival up -2.9, NR2E3 ag-1 23, PDI inh -5, Shn3 inh set2 -9, Peg3 prom inh -10, Cardio protect 18, HIF-2a block -13, CaV13 FRET inh -5 and HTR2A ag 6.
For Cc1ccc(C(=O)NC2CC(=O)N(c3ccc4c(c3)OCCO4)C2)cc1[N+](=O)[O-] (centres undefined) the results were iPSC survival up -0.6, NR2E3 ag-1 -3, NR2E3 ag-2 3, PDI inh -6, Shn3 inh set2 5, Peg3 prom inh 13, Cardio protect 1, MITF TRPM1 inh -3, HIF-2a block 12, CaV13 FRET inh -7 and HTR2A ag -12.
`CC(=O)N/C(=C/c1ccc2c(c1)OCO2)C(=O)Nc1ccccc1` gave iPSC survival up 0.8, NR2E3 ag-1 -38, NR2E3 ag-2 0, PDI inh 13, Shn3 inh set2 9, Peg3 prom inh -19, Cardio protect -3, MITF TRPM1 inh -24, HIF-2a block -2, CaV13 FRET inh 18 and HTR2A ag 4.
For Cc1ccc(CSCC(=O)NCc2ccco2)cc1 the results were iPSC survival up -0.1, NR2E3 ag-1 -28, NR2E3 ag-2 3, PDI inh -2, Shn3 inh set2 -4, Peg3 prom inh -3, Cardio protect 5, MITF TRPM1 inh 2, HIF-2a block 5, CaV13 FRET inh -2 and HTR2A ag -3.
`Cc1ccc(S(=O)(=O)N2CC(O)C2)cc1` gave iPSC survival up -1.6, NR2E3 ag-1 -27, NR2E3 ag-2 2, PDI inh 6, Shn3 inh set2 -11, Peg3 prom inh -10, Cardio protect -3, MITF TRPM1 inh -5, HIF-2a block 6, CaV13 FRET inh -11 and HTR2A ag 0.
O[C@H]1C[C@H](c2ccc(Cl)cc2)N(Cc2cccs2)C[C@@H]1n1cc(C2CC2)nn1 was read as iPSC survival up 3.8, NR2E3 ag-1 -69, PDI inh 1, Shn3 inh set2 4, Peg3 prom inh -45, Cardio protect 13, HIF-2a block -150, CaV13 FRET inh -11 and HTR2A ag 3.
`CCCCNC(=O)C(Sc1ccccc1)c1ccccc1` (centres undefined) gave iPSC survival up 1.0, NR2E3 ag-1 4, NR2E3 ag-2 -5, PDI inh 7, Shn3 inh set2 -4, Peg3 prom inh 4, Cardio protect 7, MITF TRPM1 inh -8, HIF-2a block 15, CaV13 FRET inh -4 and HTR2A ag -3.
Screening CSCC[C@H](NC(=O)Nc1ccc(C)cc1)C(=O)O returned iPSC survival up -0.3, NR2E3 ag-1 -32, NR2E3 ag-2 4, PDI inh 0, Shn3 inh set2 7, Peg3 prom inh -8, Cardio protect 0, MITF TRPM1 inh 4, HIF-2a block -15, CaV13 FRET inh -3 and HTR2A ag -2.
CN(C(=O)COC(=O)C1=COCCO1)c1c(N)n(Cc2ccccc2)c(=O)[nH]c1=O was read as iPSC survival up -0.5, NR2E3 ag-1 -10, NR2E3 ag-2 -2, PDI inh 0, Shn3 inh set2 -14, Peg3 prom inh -1, Cardio protect 2, MITF TRPM1 inh -7, HIF-2a block 15 and HTR2A ag -5.
Screening COC(=O)c1cc(OC(=O)CCc2ccc(OC)c(OC)c2)cc(C(=O)OC)c1 returned iPSC survival up 0.1, NR2E3 ag-1 -4, NR2E3 ag-2 -2, PDI inh -8, Shn3 inh set2 -12, Peg3 prom inh -11, Cardio protect -6, MITF TRPM1 inh 9, HIF-2a block 0, CaV13 FRET inh -2 and HTR2A ag -2.
For O=S(=O)(N/N=C/c1ccc(Cl)cc1)c1ccc(Cc2ncc(C(F)(F)F)cc2Cl)s1 the results were iPSC survival up -0.4, NR2E3 ag-1 2, NR2E3 ag-2 3, PDI inh 1, Shn3 inh set2 -2, Peg3 prom inh 4, Cardio protect -2, MITF TRPM1 inh 13, HIF-2a block 8, CaV13 FRET inh 2 and HTR2A ag -5.
For Cc1ccc(CNC(=O)COC(=O)c2cccnc2Cl)cc1 the results were iPSC survival up -2.5, NR2E3 ag-1 10, PDI inh -4, Shn3 inh set2 22, Peg3 prom inh 1, Cardio protect 2, MITF TRPM1 inh 12, HIF-2a block 8, CaV13 FRET inh -10 and HTR2A ag 4.
For Cc1csc(=O)n1CC(=O)OCc1nnc(-c2ccc([N+](=O)[O-])cc2)o1 the results were iPSC survival up -0.4, NR2E3 ag-1 11, NR2E3 ag-2 -3, PDI inh 4, Shn3 inh set2 -19, Peg3 prom inh 14, Cardio protect 3, MITF TRPM1 inh -10, HIF-2a block -1, CaV13 FRET inh -3 and HTR2A ag 1.
For COc1cc2c(cc1OC)-c1cc(N3CCc4ccccc43)nc(=O)n1CC2 the results were iPSC survival up -0.7, NR2E3 ag-1 -19, NR2E3 ag-2 -2, PDI inh -1, Shn3 inh set2 -3, Peg3 prom inh 15, Cardio protect 36, MITF TRPM1 inh -7, HIF-2a block 17, CaV13 FRET inh -5 and HTR2A ag 6.
Screening O=C1CN(C(=O)c2cccc(Br)c2)c2ccccc2N1 returned iPSC survival up -0.5, NR2E3 ag-1 -22, NR2E3 ag-2 1, PDI inh -32, Shn3 inh set2 6, Peg3 prom inh 15, Cardio protect -3, MITF TRPM1 inh 28, HIF-2a block 10, CaV13 FRET inh -2 and HTR2A ag 1.
COC(=O)c1cc(OC)c(OC)cc1NC(=O)Nc1cccc(C(C)=O)c1 was read as iPSC survival up 0.8, NR2E3 ag-1 -1, NR2E3 ag-2 1, PDI inh -4, Shn3 inh set2 -9, Peg3 prom inh 8, Cardio protect 6, MITF TRPM1 inh 6, HIF-2a block 13, CaV13 FRET inh -11 and HTR2A ag -1.
Screening CC(=O)OC1C(N2CCCCC2)c2c(ccc(/C=C/C(=O)N3CCCCC3)c2O)OC1(C)C (centres undefined) returned iPSC survival up -0.8, NR2E3 ag-1 -8, NR2E3 ag-2 6, PDI inh -2, Shn3 inh set2 63, Peg3 prom inh 13, Cardio protect -10, MITF TRPM1 inh 14, HIF-2a block -8, CaV13 FRET inh -2 and HTR2A ag 4.
O=C(CN1CCCCC1)N1c2ccccc2CCc2ccccc21 was read as iPSC survival up 1.0, NR2E3 ag-1 -24, NR2E3 ag-2 2, PDI inh -18, Shn3 inh set2 2, Peg3 prom inh -3, Cardio protect 6, MITF TRPM1 inh 4, HIF-2a block 12, CaV13 FRET inh -6 and HTR2A ag -2.
For c1ccc(CN2CCOCC2)cc1 the results were iPSC survival up 0.1, NR2E3 ag-1 10, NR2E3 ag-2 3, PDI inh 1, Shn3 inh set2 -19, Peg3 prom inh 9, Cardio protect 5, MITF TRPM1 inh 11, HIF-2a block -6 and HTR2A ag 3.
For O=C(c1ccccc1)N1CCN(S(=O)(=O)N2CCCCCC2)CC1 the results were iPSC survival up -0.3, NR2E3 ag-1 5, NR2E3 ag-2 1, PDI inh -2, Shn3 inh set2 4, Peg3 prom inh -5, Cardio protect -1, MITF TRPM1 inh 1, HIF-2a block 2, CaV13 FRET inh -5 and HTR2A ag -2.
For C/C(=N\NC(=O)CNC(=O)c1ccncc1)c1ccc(C)cc1 the results were iPSC survival up -1.0, NR2E3 ag-1 -2, NR2E3 ag-2 -2, PDI inh -1, Shn3 inh set2 -9, Peg3 prom inh 11, Cardio protect 4, MITF TRPM1 inh 10, HIF-2a block 10, CaV13 FRET inh -6 and HTR2A ag 2.
`CN(Cc1ccccc1)C(=O)c1[nH]c(C(F)(F)F)nc1-c1ccccc1` gave iPSC survival up 3.1, NR2E3 ag-1 -9, Shn3 inh set2 6, Peg3 prom inh 5, Cardio protect 6, HIF-2a block 9, CaV13 FRET inh -2 and HTR2A ag -3.
`COc1cccc(C(=O)Nc2ccc(N3CCCC3)cc2)c1` gave iPSC survival up 0.3, NR2E3 ag-1 -182, NR2E3 ag-2 -7, PDI inh -3, Shn3 inh set2 -21, Peg3 prom inh -113, Cardio protect -6, MITF TRPM1 inh -11, HIF-2a block -232, CaV13 FRET inh -6 and HTR2A ag 0.

Grouped by structure, the entries above containing a nitro group on carbon (2)
For Cc1ccc(C(=O)NC2CC(=O)N(c3ccc4c(c3)OCCO4)C2)cc1[N+](=O)[O-] (centres undefined) the results were iPSC survival up -0.6, NR2E3 ag-1 -3, NR2E3 ag-2 3, PDI inh -6, Shn3 inh set2 5, Peg3 prom inh 13, Cardio protect 1, MITF TRPM1 inh -3, HIF-2a block 12, CaV13 FRET inh -7 and HTR2A ag -12.
For Cc1csc(=O)n1CC(=O)OCc1nnc(-c2ccc([N+](=O)[O-])cc2)o1 the results were iPSC survival up -0.4, NR2E3 ag-1 11, NR2E3 ag-2 -3, PDI inh 4, Shn3 inh set2 -19, Peg3 prom inh 14, Cardio protect 3, MITF TRPM1 inh -10, HIF-2a block -1, CaV13 FRET inh -3 and HTR2A ag 1.

Following part:
Screening COc1cc(NC(=O)c2ccc(-c3ccc(Br)cc3)o2)ccc1NC(=O)C(C)C returned iPSC survival up -3.0, NR2E3 ag-1 -11, NR2E3 ag-2 0, PDI inh 4, Shn3 inh set2 3, Peg3 prom inh -2, Cardio protect 20, MITF TRPM1 inh 5, HIF-2a block 17, CaV13 FRET inh 0 and HTR2A ag 0.
For O=C(CSCc1cccc(CSCC(=O)Nc2ccccc2)n1)Nc1ccccc1 the results were iPSC survival up -3.3, NR2E3 ag-1 -11, NR2E3 ag-2 0, PDI inh -5, Shn3 inh set2 -4, Peg3 prom inh 14, Cardio protect -3, MITF TRPM1 inh -14, HIF-2a block -4 and HTR2A ag 4.
Screening CC(C)Oc1ccc(C(=O)NC2(C(F)(F)F)NC(=O)N(CCCc3ccccc3)C2=O)cc1 (centres undefined) returned iPSC survival up 0.0, NR2E3 ag-1 16, NR2E3 ag-2 4, PDI inh 8, Shn3 inh set2 13, Peg3 prom inh 19, Cardio protect -2, MITF TRPM1 inh -2, HIF-2a block 23, CaV13 FRET inh -5 and HTR2A ag 1.
Screening Cc1ccc(S(=O)(=O)N2CCN(C(=O)Cn3cnc4c3c(=O)n(C)c(=O)n4C)CC2)cc1C returned iPSC survival up 0.6, NR2E3 ag-1 -4, NR2E3 ag-2 3, PDI inh -17, Shn3 inh set2 -3, Peg3 prom inh 1, Cardio protect 7, MITF TRPM1 inh -3, HIF-2a block 12, CaV13 FRET inh -3 and HTR2A ag -3.
For O=C1CCN(Cc2cccnc2)CCN1[C@H](CO)Cc1ccccc1 the results were iPSC survival up -0.9, NR2E3 ag-1 -12, NR2E3 ag-2 4, PDI inh 1, Shn3 inh set2 4, Peg3 prom inh -20, Cardio protect -4, MITF TRPM1 inh -5, HIF-2a block 0, CaV13 FRET inh -5 and HTR2A ag -3.
